High-throughput results as filed in PubChem.
GRP78 ERSR act = inducers of ER stress response in human glioma cells | U87-MG GRP78 promoter luciferase reporter, 16 h | Potency, µM, without a hit: at the highest dose activation, hits mostly activators | 420,000 compounds, 0.02% hits; also: potency is read from the fitted curve at half-maximal effect; series mostly up to about 76 µM; % of control where 0% means no effect; nearly all actives have a fitted effect of over 35% in size
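ERSR induction read as luciferase luminescence (Bright-Glo, 10 min at room temperature) in stably transfected human U87-MG glioma cells exposed to compounds for 16 h, using GRP78 as sensor.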
RXFP1 antag = antagonists of human relaxin receptor RXFP1; activity change, negative = inhibition, % at 57.5 µM; Q9HBX9; 350,000 compounds, 0.59% hits; HEK293-RXFP1, relaxin-stimulated cAMP HTRF, 30 min; stronger effect = lower value;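 active = activity change of -60% or lower, but not beyond a set lower limit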; also: % is scaled to controls: 0 for no effect and ±100 for the full control effect
Target sequence (Q9HBX9 whole entry, looked up): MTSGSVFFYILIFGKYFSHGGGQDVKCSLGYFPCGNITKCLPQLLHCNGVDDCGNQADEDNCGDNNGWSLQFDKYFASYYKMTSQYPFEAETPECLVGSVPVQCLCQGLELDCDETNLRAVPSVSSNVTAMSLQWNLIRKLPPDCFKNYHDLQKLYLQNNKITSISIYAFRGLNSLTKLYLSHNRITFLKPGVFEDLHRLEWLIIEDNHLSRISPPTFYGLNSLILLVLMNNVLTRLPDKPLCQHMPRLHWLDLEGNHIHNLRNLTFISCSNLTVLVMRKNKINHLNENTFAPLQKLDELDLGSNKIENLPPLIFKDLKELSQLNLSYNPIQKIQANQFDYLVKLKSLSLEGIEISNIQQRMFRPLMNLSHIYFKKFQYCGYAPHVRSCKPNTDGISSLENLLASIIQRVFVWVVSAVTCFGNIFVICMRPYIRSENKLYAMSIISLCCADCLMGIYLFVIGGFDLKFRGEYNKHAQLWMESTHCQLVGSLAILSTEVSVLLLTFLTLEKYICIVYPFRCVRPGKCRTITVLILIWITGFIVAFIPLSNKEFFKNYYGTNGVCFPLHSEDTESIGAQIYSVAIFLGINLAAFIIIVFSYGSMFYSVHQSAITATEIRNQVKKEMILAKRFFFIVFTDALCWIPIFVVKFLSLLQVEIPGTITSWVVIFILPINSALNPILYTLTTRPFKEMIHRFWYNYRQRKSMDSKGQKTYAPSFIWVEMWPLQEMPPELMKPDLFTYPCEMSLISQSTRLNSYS
D2 PAM = positive allosteric modulators of human D2 dopamine receptor; HEK293 T-REx D2, calcium flux, EC20 dopamine potentiation; potentiation, % at 10 µM; 340,000 compounds, 0.34% hits; P14416; AID 485347;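 active = potentiation over 3 SD above the plate norm, cut at about 30% in these data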; also: 0% is about no effect
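Calcium flux readout, no-wash dye, 1 read/s. Inducible HEK293 Trex D2 line, overnight 30 C. Compound alone 180 s (agonist flags), then EC20 dopamine, another 180 s to score potentiation.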
RXFP1 ag = activates the human relaxin receptor RXFP1. Q9HBX9. HEK293T-RXFP1 cAMP TR-FRET, 30 min; response scale: percent of porcine relaxin response, buffer zero. Potency, µM (doses to about 57.5 µM), without a hit: at the top dose activation, usual class: activators. 370,000 compounds, 0.3% hits; also: potency is read from the fitted curve at half-maximal effect; % is scaled to controls: 0 for no effect and ±100 for the full control effect; nearly all actives have a fitted effect of over 60% in size; many of its hits are not listed in these tables
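HEK293 cells stably expressing RXFP1, treated 30 min at 37C with compounds plus PDE4 inhibitor Ro 20174; cAMP measured by HTRF TR-FRET. Normalized to buffer and 29 nM porcine relaxin; EC50 by Hill fit.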
D1 ag = activates the human D1 dopamine receptor | P21728 | HEK293 T-REx D1 cells, calcium flux, agonist mode | activation, % at 2 µM | 360,000 compounds, 1% hits; in the data active = activation above about 30%; also: 0% is about no effect
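Inducible HEK293 T-REx D1 cells, force-coupled to calcium signalling, were plated at 4000 cells/well with tetracycline and held overnight at 30 C. After no-wash calcium dye loading, compound-evoked calcium rise over 180 s flagged agonists.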
D1 potentiator = human D1 dopamine receptor positive modulation | P21728 | HEK293 TREx D1 cells, calcium flux, dopamine EC20 potentiation | potentiation, % at 10 µM | 360,000 compounds, 0.036% hits; in the data active = potentiation above about 30%; also: 0% is about no effect
D1 antagonist = human D1 dopamine receptor antagonism. P21728. HEK293 TREx D1 cells, calcium flux, dopamine EC80; stronger effect = lower value. activity change, negative = inhibition, % at 10 µM. 360,000 compounds, 3.2% hits; in the data active = activity change below about -30%; also: % is scaled to controls: 0 for no effect and ±100 for the full control effect
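Using tetracycline-induced force-coupled D1 Hek293 cells and a calcium dye, signals were followed for 180 s after compound, then for 180 s after EC80 dopamine, to detect inhibitors.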
Vif-APOBEC3F blk = Vif-A3F binding inhibition; HeLa A3F-eYFP + Vif (tagged APOBEC3F with the HIV-1 protein that degrades it), YFP fluorescence increase; Potency, µM (titrated, usually from 46.1 µM), for inactives: at the highest dose activity, negative = active; 390,000 compounds, 0.2% hits; also: potency is read from the fitted curve at half-maximal effect; % of control where 0% means no effect; nearly all actives have a fitted effect of over 65% in size
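HeLa cells stably expressing Vif plus C-terminally eYFP-tagged A3F were seeded, incubated overnight at 37 deg C, dosed with compound, incubated overnight again at 37 deg C. Yellow fluorescence (Ex 488/Em 500-530) reported blocked Vif-mediated A3F-eYFP degradation.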
Vif-A3G inh = Vif-A3G binding inhibition. Q9HC16. HeLa A3G-eYFP + Vif (tagged APOBEC3G with the HIV-1 protein that degrades it), YFP fluorescence, overnight. Potency, µM (titrated, usually from 46.1 µM), without a hit: at the top dose activity, negative = active, actives largely listed as inhibitors. 410,000 compounds, 0.076% hits. AID 602310;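 also: potency is read from the fitted curve at half-maximal effect; % is scaled to controls: 0 for no effect and ±100 for the full control effect; nearly all actives have a fitted effect of over 60% in size; hits raise eYFP signal because A3G escapes Vif-driven loss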
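Read-out is eYFP fluorescence (Ex 488/Em 500-530) from Vif-expressing HeLa A3G-eYFP cells; more signal means A3G escaped Vif-mediated degradation. Cells plated overnight, compound pinned in, incubated overnight at 37 deg C.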
The depositor's hits bear a star; . = no result given; & = joins results of further samples; ! = not confirmed by another sample. Unless noted, calls follow the shape of the dose curve; as a rule, active = well fitted curve in the direction sought with a large enough effect; inconclusive = small, poorly fitted or top-dose-only effect, or another doubt; inactive = no such curve, though single readings can be large; an effect the other way counts as inactive or inconclusive. Only part of the results is shown, so the mix of outcomes need not match the whole.

SMILES	GRP78 ERSR act	RXFP1 antag	D2 PAM	RXFP1 ag	D1 ag	D1 potentiator	D1 antagonist	Vif-APOBEC3F blk	Vif-A3G inh
O=c1[nH]c(Cc2ccccc2)nc2scc(-c3ccccc3)c12	0%	-11	-2	1.1%	3	1	3	-5%	-4%
CCc1sc(C(=O)N(CCOC)c2c(N)n(Cc3ccccc3)c(=O)[nH]c2=O)cc1C	-2%	1	.	.	.	.	.	-5%	0%
O=C(CSc1nc2ccccc2c(=O)n1-c1ccccc1)N/N=C/C=C/c1ccccc1[N+](=O)[O-]	-1%	-4	.	-0.6%	2	0	-8	0%	-2%
Cn1ncc2c(Sc3ccc(Cl)cc3)ncnc21	-3%	-16	-3	4.1%	2	-5	-7	-3%	-3%
CCCCC(c1nnnn1C(C)C)N1CCN(C(=O)c2ccco2)CC1 (centres undefined)	-5%	14	-1	-1.9%	6	3	-18	9%	3%
Cc1ccc(O)c(NC(=S)NC(=O)C(C)C)c1	6%	11	1	-1.3%	4	3	9	3%	-1%
COc1cc(/C=N/NC(=O)CCN2CCN(c3ccccc3)CC2)cc(OC)c1OC	-1%	-1	-10	0.0%	1	-4	-3	1%	2%
Clc1ccc(NCc2nc3ccccc3n2CCOc2ccccc2)cc1	2%	-61*	4	-0.8%	3	0	8	-2%	3%
C=CC[n+]1c(C)csc1Nc1ccc(C)cc1	11%	-4	9	-0.5%	1	0	-13	3%	2%
Cc1ccccc1C(=O)NCC(c1ccc(N(C)C)cc1)N1CCCC1 (centres undefined)	0%	-5	-14	-0.2%	3	1	-20	-3%	2%
CCSCc1nnc(SCC(=O)Nc2nccs2)n1CC	-2%	-6	.	0.8%	3	-4	11	4%	2%
CC(C)(C)C(=O)COC(=O)c1ccc2c(c1)C(=O)N(Cc1ccco1)C2=O	-2%	-2	-13	2.2%	1	-7	-18	11%	4%
CCN1CCN(S(=O)(=O)c2cccc([N+](=O)[O-])c2)CC1	-5%	8	-1	0.4%	1	3	-6	0%	1%
O=C(NCS(=O)(=O)c1ccccc1)c1ccccc1	-1%	-9	-6	-0.3%	1	-4	5	3%	1%
Oc1ccc(CN2CCc3ccccc3C2)c2cccnc12	-6%	-5	-27	0.4%	0	-6	5	6%	6%
Cc1ccc(O)c(-c2cc(C(=O)NCc3ccc4c(c3)OCO4)[nH]n2)c1	-3%	-21	-10	-0.1%	1	-4	6	4%	3%
Cc1c(NC(=O)C(C)Sc2nccn2C)c(=O)n(-c2ccccc2)n1C (centres undefined)	-1%	1	12	-1.5%	7	-4	-4	2%	1%
CCN1C(=O)c2ccc(C(=O)Nc3c(C)cc(C)cc3C)cc2C1=O	-3%	0	0	5.4%	0	-7	-12	3%	-5%
CC12COC3(C(=O)Nc4nccs4)CC1CCC32C (centres undefined)	3%	-14	19	1.8%	2	-2	35	-6%	1%
CCNC(=S)NCc1ccc2c(c1)OCO2	-4%	-9	-11	-0.4%	1	-1	-9	-15%	-2%
COc1cccc(CN2CCN(C3CCN(c4cccc(C)c4C)CC3)CC2CCO)c1 (centres undefined)	-6%	-8	-9	0.8%	5	-4	3	0%	-5%
C/C(=N\NS(=O)(=O)c1ccc(C)cc1)c1ccc(C)s1	2%	-12	3	0.7%	0	-5	4	-4%	-5%
CC(=O)c1sc(NC(=O)C2(F)C(F)(F)C(F)(F)C(F)(F)C(F)(F)C2(F)F)nc1C	-4%	-32	11	-0.9%	23	4	-35*	-26%	0%
COc1ccc(N2CC(C(=O)NNC(=O)c3ccc(Br)cc3)CC2=O)c(OC)c1 (centres undefined)	-3%	-5	10	-2.8%	-1	-6	-9	3%	0%
CCCCc1cc(=O)oc2c(C)c(OCC(=O)NCC3CCC(C(=O)O)CC3)ccc12 (centres undefined)	2%	.	10	3.3%	3	6	-2	-2%	0%
O=C(Nc1ccccc1)N1CCc2ccccc21	5%	-8	-11	-0.2%	-1	-6	-2	-4%	-11%
O=C(Nc1ccccc1N1CCOCC1)C1CCCO1 (centres undefined)	-5%	-5	.	.	.	.	.	-14%	-1%
COCCn1c(SCC(=O)NCc2ccco2)nnc1C(C)C	-4%	-1	-15	1.0%	-3	3	24	3%	0%
CCOC(=O)c1c(N)sc2c1C1CCN2CC1	-5%	-14	16	-1.8%	1	1	-17	4%	-3%
Cc1cc(C)n(S(=O)(=O)c2ccc3ccccc3c2)n1	-3%	8	-9	-0.1%	1	-2	12	5%	-3%
CCOc1ccc(-c2nnn(CC(=O)NCc3cccs3)n2)cc1	2%	-13	7	2.9%	3	2	3	-10%	-4%
O=C(NCc1ccc(F)cc1)c1ccc(CS(=O)(=O)c2ccc(Br)cc2)o1	-4%	0	9	1.1%	11	0	-7	0%	-3%
CC(NC(=O)CCC(=O)N1CCCCCC1)c1ccccc1 (centres undefined)	-1%	-1	-23	-4.0%	5	2	-14	7%	0%
Cc1ccc(-n2nc(C)cc2NC(=O)CC#N)cc1	1%	-1	-17	-1.1%	2	0	-8	2%	1%
c1cc[n+](CCCC[n+]2ccccc2)cc1	-1%	0	8	-3.1%	7	0	-3	1%	-5%
O=C(Nc1ccc(C(=O)N2CCN(c3ccccc3F)CC2)cc1)C1=CSCCO1	2%	1	4	0.0%	1	-4	4	15%	-3%
CC1=CCC2C(=O)N(c3ccc(Br)cc3C)C(=O)C2C1 (centres undefined)	-3%	11	-9	1.1%	3	-6	4	-6%	1%
CC(C)(C)c1ccc(Cn2nnc3c(=O)[nH]c(C4CCN(C(=O)Cc5cccs5)CC4)nc32)cc1	-4%	0	10	0.2%	1	-4	3	-2%	4%
S=C(Nc1ccc(Cl)cc1)NN1CCOCC1	-4%	5	1	-0.8%	1	-1	-10	-8%	0%
Cc1[nH]c2ccccc2c1N=Nc1cc(C(=O)O)cc(C(=O)O)c1	-4%	-3	-5	0.7%	2	13	-4	18%	0%
COc1cccc(C(=O)Nc2c3c(nn2-c2cccc(C)c2C)CS(=O)C3)c1OC (centres undefined)	-1%	-2	-1	1.5%	2	0	4	.	0%
O=C(Nc1nc2ccc([N+](=O)[O-])cc2s1)c1ccncc1	8%	-11	-3	0.8%	12	3	-2	-22%	0%
Cc1nn(CCC(=O)N2CCN(S(=O)(=O)c3ccc(Cl)cc3)CC2)c(C)c1C	-4%	-6	7	-3.4%	0	-5	-2	-7%	-4%
COc1cc(/C=N/Nc2ccc(Cl)c(C(=O)O)c2)ccc1OC(=O)c1ccco1	-14%	-30	1	3.4%	2	-7	-18	15%	-2%
CCN(C1CCCCC1)S(=O)(=O)c1ccc(S(=O)(=O)N2CCN(CCC#N)CC2)cc1	-2%	.	-13	2.2%	-3	3	1	-1%	2%
CCCN(CCC)C(=O)c1cc2c(=O)n3cccc(C)c3nc2s1	3%&7%	-4&4	-3&6	14%&24%	0&-2	3&0	-60*!	9%&-1%	-3%&-5%
CCn1c(C)cs/c1=N\C(=S)Nc1ccccc1C	-5%	17	-18	6.6%	1	-2	-3	1%	0%
Cc1ccc(C2(c3ccccc3)NC(=O)N(CC(=O)N(C)C3CCS(=O)(=O)C3)C2=O)cc1C (centres undefined)	-1%	-1	-5	0.0%	0	4	-1	6%	0%
CN1CCN(S(=O)(=O)c2cccc(C(=O)N(C)CC(=O)Nc3ccc(F)c(F)c3F)c2)CC1	-5%	8	21	0.2%	179*	-9	11	4%	2%
Cc1cccc(N2CCN(C(=O)Cn3c(=O)[nH]c4ccsc4c3=O)CC2C)c1 (centres undefined)	-6%	-3	4	0.5%	2	-6	-5	-1%	0%
CCN(CC)C(CNC(=O)c1cc(=O)[nH]c2ccccc12)c1ccccc1Cl (centres undefined)	-7%	-5	14	2.6%	6	-3	18	7%	2%
CNC(=S)NCc1ccc(OC)cc1	-2%	-12	9	0.6%	4	-3	7	-1%	2%
CCC1CN(C(=O)N2CCC(C(=O)NCc3cc(OC)ccc3OC)CC2)c2ccccc2O1 (centres undefined)	-4%	-9	3	-1.9%	3	-5	9	-10%	3%
N#CCCN(C1CCCCC1)S(=O)(=O)CCOc1ccccc1	0%	-9	-7	1.9%	3	-11	-4	4%	-4%
COc1ccc(NC(=S)NNc2ccc(S(=O)(=O)Nc3ccccc3C(=O)O)cc2[N+](=O)[O-])cc1	-8%	2	-6	-5.3%	3	-5	-15	5%	-5%
c1nc(NCCN2CCOCC2)c2c3c(sc2n1)CCCCC3	-6%	2	-6	6.4%	10	5	-1	-12%	-4%
Cc1cc2nc(C3CCN(Cc4nnnn4Cc4cccs4)CC3)[nH]c2cc1C	0%	12	1	0.5%	2	-6	2	-13%	2%
O=C(COC(=O)c1ccc2ccccc2n1)c1ccccc1	13%	-9	12	-0.3%	1	1	-17	-2%	-3%
CCCCn1c(N)c(N(CC(C)C)C(=O)c2cccs2)c(=O)[nH]c1=O	-3%	-1	-1	-1.2%	3	-4	-25	-35%	0%
Cc1cc(C(=O)N/N=C/c2cccs2)n[nH]1	0%	-6	-21	-2.6%	-4	0	-7	-2%	0%
CCOC(=O)c1cccc2c1N[C@@H](c1ccc(F)cc1)[C@H]1CC=C[C@@H]21	-4%	-4	0	6.9%	1	4	-17	-6%	-7%
CCCC(=O)Nc1nnc(SCc2cc(=O)n3ccccc3n2)s1	2%	6	3	21%	2	0	11	1%	7%

Full records as entered above. Screens in order: GRP78 ERSR act	RXFP1 antag	D2 PAM	RXFP1 ag	D1 ag	D1 potentiator	D1 antagonist	Vif-APOBEC3F blk	Vif-A3G inh
CCOC(=O)c1cccc2c1N[C@@H](c1ccc(F)cc1)[C@H]1CC=C[C@@H]21 as listed: -4%	-4	0	6.9%	1	4	-17	-6%	-7%
Cn1ncc2c(Sc3ccc(Cl)cc3)ncnc21 as listed: -3%	-16	-3	4.1%	2	-5	-7	-3%	-3%
